Bioassay records from PubChem.
miR122 inh: miR-122 inhibition in Huh7 cells | Huh7 miR-122 Renilla luciferase sensor, 48 h; neutral wells = 0, positive control = 100 | activation (reporter increase), % at 12.5 µM | hit rate 0.3% among 340,000 | AID 602342;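 active = mean replicate activation score at least 90 and every replicate individually at or above 90; inconclusive = only one of the two criteria met; inactive = neither criterion met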;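 also: higher luciferase means less miR-122 activity so hits act as miR-122 inhibitors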
PAX8 reporter: lowers PAX8-driven luciferase in RMG-I cells | AID 652154 | RMG-I TPO-luciferase reporter, SteadyGlo, 24 h | inhibition, % at 12.6 µM | hit rate 1.2% among 360,000;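 active = mean replicate inhibition at least 60% with every replicate also reaching 60%; inconclusive = only one of the two criteria is met; inactive = mean below 60% and not all replicates reaching 60%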;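 also: luciferase light reporting Pax8 driven TPO promoter activity; plate controls were median of neutral control wells for no effect and mitoxantrone controls for full effect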
CFTR F508del cor: correctors of CFTR F508del function in bronchial epithelial cells. CFBE cells, YFP halide quenching; stimulated with forskolin plus potentiator P3; % fluorescence drop versus neutral controls. activity (quench increase), % at 7.58 µM. hit rate 0.36% among 350,000;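 active = mean added fluorescence quench of at least 8% versus neutral control, with both replicates also reaching 8%; inconclusive = only one of the mean or replicate conditions met; inactive = mean below 8% and not both replicates reaching 8%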;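 also: cells transiently co-express mutant CFTR-F508del with the halide-sensitive YFP; corrector assay measuring rescue of mutant channel to the surface after 24 h compound exposure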
FN deposit inh: fibronectin deposition inhibition | AH1F fibroblasts, Alexa488-fibronectin deposition fluorescence, overnight | inhibition, % at 12.6 µM | hit rate 0.086% among 350,000 | AID 743247;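 active = mean inhibition across replicates of 30% or more, regardless of how many single replicates reach that level; inconclusive = mean under 30% yet at least half of replicates reach 30%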;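 also: positive control wells lacked labelled fibronectin entirely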
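Material: AH1F fibroblast monolayer depositing Alexa488-labelled fibronectin into matrix | Input: 10000 AH1F cells/well | Medium: DMEM plus 2% serum, read in PBS | Reagent: Alexa488-fibronectin, 24 nM final in well | Compound dosing: One dose per compound, pinned | Schedule: 1 h adhesion, overnight exposure | Measured by: Fluorescence at 485 nm excitation, 525 nm emission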
DENV2 CPE: DENV2-induced cell death inhibition. DENV2-infected cells, cytopathic effect rescue, plate reader. CPE inhibition, % at 9.99 µM. hit rate 1.7% among 350,000; in the data active = CPE inhibition above about 20%, passing the limit was not always enough; inconclusive = no clear call, values can overlap the other calls; tested in BHK-21 cells;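 also: 0% = median of neutral control wells and 100% = median of positive control wells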
EWS-Fli block: EWS/Fli transcriptional activity inhibition; hit rate 0.67% among 350,000; A673 NR0B1-luciferase reporter, viability-normalised; inhibition, % at 12.6 µM; AID 651661;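 active = mean inhibition of at least 50% after viability correction, with every replicate also passing that limit; inconclusive = mean reaches 50% but only one of two replicates passes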;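 also: firefly luciferase signal divided by Alamar Blue viability fluorescence both relative to DMSO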
GSIS activator: GLuc luminescence reporter in INS-1E cells, primary screen for activators of glucose-dependent secretion of insulin. INS-1E GLuc reporter insulin secretion, 2-3 h. activation, % at 16.6 µM. hit rate 0.61% among 370,000. AID 743287;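 active = lowest replicate activation of at least 40%, so every replicate reaches that level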;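 also: 0% = median of neutral control wells and 100% = median of IBMX positive control wells; some compounds called inactive have numbers as strong as hits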
* = called active by the depositor; ? = inconclusive; . = not tested or not shown; & = joins results of further samples; [ ] = another dose, or the depositor's remark.

molecule,miR122 inh,PAX8 reporter,CFTR F508del cor,FN deposit inh,DENV2 CPE,EWS-Fli block,GSIS activator
COc1ccc(OCC(=O)Nc2ccccc2C(=O)N2CCCC2)cc1,-5,-4,.,-2,.,.,.
Cc1c(NC(=O)CN2C(=O)C(=O)c3ccccc32)c(=O)n(-c2ccccc2)n1C,.,30,1.8,2,1,11,0
CCc1nonc1NC(=O)c1oc2cc(C)c(Cl)cc2c1C,-4,-17,-1.9,7,3,-12,7
O=C(NCCCN1CCOCC1)c1cccc(NC(=O)c2ccccc2)c1,8,0,-1.3,6,5,-9,-3
CCc1ccc(NC(=O)Cn2c(=O)c3cccn3c3ccccc32)cc1,4,21,-0.7,-5,-4,.,27
CCN(CC)CCNC(=O)Cc1c(C(=O)O)n(CC)c2ccccc12,.,.,-0.5,.,.,6,-2
Cc1ccc(N=C2NC(=O)S/C2=C\c2ccco2)cc1,.,16,.,0,17,-9,12
CCn1c(C(C)NC(=O)c2cccc(C)c2)nc2ccccc21 (stereo not drawn),.,-4,-2.6,-1,1,3,.
C[C@@H]1CCCCO[C@H](CN(C)C(=O)c2ccncc2)[C@H](C)CN([C@@H](C)CO)C(=O)c2cc(NS(=O)(=O)c3ccccc3)ccc2O1,-3[16.7 µM],-32,1.0,.,3,-5,0
CC1CC(C)CN(C(=O)CCC(=O)Nc2nnc(C(C)C)s2)C1 (stereo not drawn),.,-7,-0.5,1,-3,.,-1
Cc1ccc(S(=O)(=O)NCC(=O)N2CCOCCOCCOCCOCC2)cc1,.,-3,1.9,1,-2,4,5
COc1ccc(C(=O)Nc2ccc3c(c2)OC[C@@H](C)N(C(C)=O)C[C@@H](C)[C@H](OC)CN(C)C3=O)cc1,-3[16.7 µM],.,-2.9,-16,1,-4,3
O=C(Cn1cc(COc2cccc([N+](=O)[O-])c2)nn1)c1ccc(O)cc1,0,6,0.1,6,1,-3,-5
Nc1c(Cl)cnc(C(Cl)(Cl)Cl)c1Cl,.,22,3.3,-1,5,12,-19
O=C1/C(=C/c2ccco2)Oc2c1ccc(O)c2CN1CCCCC1,.,-3,.,-5,.,.,2

Other structures follow:
molecule,miR122 inh,PAX8 reporter,CFTR F508del cor,FN deposit inh,DENV2 CPE,EWS-Fli block,GSIS activator
CO[C@H](CN(C)CC1CCOCC1)[C@@H](C)CN(C(=O)Nc1ccc(F)cc1)[C@H](C)CO,.,.,-0.2,-8,0,-7,6
COc1c2c(cc(O)c1C(C)=O)OC(C)(C)C=C2,-4,-25,1.5,-4,-5,-9,.
O=S(=O)(Cc1ccccc1)N1CCCCN2[C@@H](CO)[C@H](c3ccc(-c4cccnc4)cc3)[C@@H]2C1,3[16.7 µM],-14,4.8,.,-10,5,-9
COc1cc(SC)ccc1C(=O)Nc1ncc(C)s1,.,84*,0.5,.,-2,81*,32
Nc1c(Br)cc(Br)c2c1C(=O)c1c(cccc1S(=O)(=O)O)C2=O,-3,22,-1.2,1,-3,1,-3
Cc1ccc2c(=O)[nH]c(Nc3nc(C)cc(-c4ccccc4)n3)nc2c1,.,2,3.1,3,-4,14,7
CC(C)N1C(=O)S/C(=C\c2ccc(-c3ccc(Cl)c(C(=O)O)c3)o2)C1=O,-4,-41,3.8,-1,-1,-42,-2
COc1cccc(-c2ccc3n(c2=O)C[C@H]2[C@H](CO)[C@@H](C(=O)N(C)C)[C@@H]3N2CC2CC2)c1,-4[16.7 µM],2,-2.9,.,5,-2,5
CN1C(=O)c2cc(NC(=O)C3CCCC3)ccc2OC[C@H]2O[C@H](CC(=O)NCc3ccccc3F)CC[C@@H]21,.,-15,1.0,8,-21,2,7
COC(=O)C1CCN(C(=O)/C(C)=C\c2ccccc2)CC1,-3,-83,-2.1,1,2,-32,-16
C=CCN(c1nc(C)c(Br)c(OC)n1)S(=O)(=O)c1ccc(C)cc1,-3,-3,-0.1,-10,17,9,-26
O=C(COc1ccc2c(-c3ccccc3)cc(=O)oc2c1)NCCCN1CCOCC1,2,-24,-1.1,1,-5,-10,.
CO[C@@H]1CN(C)C(=O)c2ccc(NS(=O)(=O)c3cn(C)cn3)cc2OC[C@@H](C)N(CC2CC2)C[C@@H]1C,.,-12,-4.5,4,-3,-1,-5
O=C(c1cn(-c2ccccc2)nc1-c1cccc([N+](=O)[O-])c1)N1CCCCC1,-7,-4,0.3,-5,4,-1,9
C[C@@H]1Cn2cnc(C(=O)N[C@@H](Cc3c[nH]c4ccccc34)C(=O)OC(C)(C)C)c2C(=O)N1,3,-5,2.3,1,5,-6,-39

Next part.
molecule,miR122 inh,PAX8 reporter,CFTR F508del cor,FN deposit inh,DENV2 CPE,EWS-Fli block,GSIS activator
c1ccc2n[nH]nc2c1,.,-1,-1.2,2,-5,2,2
O=C1CC(c2cccc(Cl)c2)c2cc3c(cc2N1)CCC3 (stereo not drawn),66,.,6.0,.,-3,?,-13
O=C(NCCN1C(=O)S/C(=C\c2ccccc2F)C1=O)C1CC(=O)N(Cc2ccccc2)C1 (stereo not drawn),0,7,3.0,7,?,4,-7
Nc1nccnc1C(=O)OCC(=O)c1ccc[nH]1,-1,-17,-9.5,.,33*,0,3
COC(=O)c1ccccc1NC(=O)NCc1ccc2c(c1)OCO2,38,-21,.,1,.,.,.
CCOC(=O)CC[C@H](NC(=O)Cn1cc(C)c(=O)[nH]c1=O)C(=O)OCC,-5,-2,-0.1,0,?,-1,2
CCCn1cnnc1CNC(=O)[C@H]1O[C@@H](n2cnc3c(N)ncnc32)[C@H](O)[C@@H]1O,1,-7,-3.2,0,8,6,-5
Cc1ccc(S(=O)(=O)c2nc(S(C)(=O)=O)sc2N2CCC(C)CC2)cc1,-2,13,0.7,-3,0,17,-5
C[C@@H]1CN([C@@H](C)CO)S(=O)(=O)c2ccc(C#CC3CC3)cc2O[C@@H]1CN(C)Cc1cncnc1,2[16.7 µM],.,-0.6,.,.,-4,-5
O=C1NC[C@H](CCCCN2C[C@H](Cc3ccccc3)N(Cc3ccccc3)C(=O)C2=O)N(CCC2CCCCC2)C1=O,.,-10,3.5,6,4,2,-15
N#C/C(=C\c1cccnc1)C(=O)Nc1ccc(S(N)(=O)=O)cc1,0,13,-5.5,-18,-5,0,0
O=C(NN1C(=O)c2ccc3c4c(ccc(c24)C1=O)CC3)c1ccc(Br)cc1,4,-6,.,6,.,.,.
Cc1cccc(NC(=S)NCc2cccs2)c1C,79,5,.,0,.,.,.
CNc1cccc(-c2cc(OC)c(OC)c(OC)c2)n1,-4,-3,-0.2,7,-7,4,2
COc1ccc(-c2cn[nH]c2-c2ccc(O)cc2O)cc1OC,1,2,-0.8,6,-2,4,21

Following part.
molecule,miR122 inh,PAX8 reporter,CFTR F508del cor,FN deposit inh,DENV2 CPE,EWS-Fli block,GSIS activator
CCN(CC)CCSc1nnc2c3cc(C)ccc3n(Cc3ccccc3)c2n1,2,8,1.0,-2,-16,10,-6
O=C(C[C@H]1C=C[C@H](NC(=O)Cc2cccnc2)[C@H](CO)O1)NCc1ccc2c(c1)OCO2,-6[16.7 µM],-38,2.1,2,-1,1,3
Cc1cc(C)nc(N(C#N)Cc2ccc([N+](=O)[O-])cc2)n1,-10,-10,1.5,2,-2,11,-5
Cc1cc(C)c2c(=N)c3ccccc3n(CCCCCCCCn3c4ccccc4c(=N)c4c(C)cc(C)nc43)c2n1,-21,-20,-0.2,-6,-1,38,42
Cc1ccc(CN2C(=O)CSCC2(C)C(=O)NCc2ccccc2)cc1 (stereo not drawn),.,25,-2.2,-4,-17,2,5
CC(C)CC(C(=O)NC(C)(C)C)N(Cc1ccccc1Cl)C(=O)c1snc(C(N)=O)c1N (stereo not drawn),.,33,-1.7,-8,-2,11,-20
CC(=O)N(CCCN(C)C)Cc1ccccn1,.,-3,-2.2,2,-3,-16,4
O=C(C1CCOCC1)N1CC(=O)N2[C@H](CO)[C@H](c3ccc(-c4ccccc4F)cc3)[C@H]2C1,.,.,-2.4,.,4,.,6
O=C(NCc1ccccc1Cl)[C@H]1[C@H](CO)[C@H]2Cn3c(cccc3=O)[C@H]2N1C(=O)C1CCCC1,-6[16.7 µM],.,0.3,.,-3,3,7
CO[C@H]1CN(C)C(=O)c2cc(NC(=O)c3ccno3)ccc2OC[C@H](C)N(S(C)(=O)=O)C[C@H]1C,.,-15,-0.8,-13,3,1,-5
COc1cccc(C(C(=O)NC2CCCC2)N(CC2CCCO2)C(=O)Cc2cccs2)c1 (stereo not drawn),.,-3,2.9,-8,-6,8,5
Cc1ccc(S(=O)(=O)Nc2ccc3c(c2)C(=O)N([C@H](C)CO)C[C@H](C)[C@H](CN(C)S(=O)(=O)c2c(C)noc2C)OCCCC[C@@H](C)O3)cc1,3[16.7 µM],-3,-0.6,-5,-7,2,11
COc1ccc(-n2c(=O)c3c(C)c(C)sc3n(Cc3ccc(F)cc3)c2=O)c(OC)c1,-10,-17,1.5,-5,-4,-2,-16
Nn1c(SCC(=O)Nc2ccc3c(c2)OCO3)nnc1-c1ccncc1,.,-3,.,-3,.,.,13
C[C@H](CO)N1C[C@H](C)[C@H](CN(C)S(=O)(=O)c2ccc(-n3cccn3)cc2)OCc2cnnn2CCCC1=O,-2,-18&-2,4.7&-0.5,10&0,?,4&-2,5

(further entries)
molecule,miR122 inh,PAX8 reporter,CFTR F508del cor,FN deposit inh,DENV2 CPE,EWS-Fli block,GSIS activator
CCC(=O)N(C)C[C@H]1Oc2cc(C#CC3CC3)ccc2S(=O)(=O)N([C@H](C)CO)C[C@H]1C,-13[16.7 µM],.,-0.5,.,-18,15,-5
CCOC(=O)N1CCC(N2CC34C=CC(O3)C(C(=O)Nc3ccc(C(C)C)cc3)C4C2=O)CC1 (stereo not drawn),.,-2,-3.2,0,0,-6,-12
O=C(COc1ccccc1)Nc1ccc(NC(=O)c2ccco2)cc1,.,1,-4.7,-9,2,-11,1
Cc1noc(C)c1S(=O)(=O)N(C)C[C@H]1Oc2ccc(NC(=O)C3CCCCC3)cc2CC(=O)N([C@@H](C)CO)C[C@H]1C,4[16.7 µM],.,-2.0,.,3,3,-14
O=S(=O)(c1ccccc1)N1[C@@H]2CNC[C@H]1C2c1ccc(/C=C/c2ccccc2)cc1 (stereo partly drawn),.,.,-1.8&1.2,0&3,14&-5,.,-11&-14
CCn1c(Oc2ccc(F)cc2)nc2c1c(=O)n(C)c(=O)n2C,-1,-10,-1.0,8,2,-21,31
O=C(NCc1cccc(F)c1)c1ccc(N2C(=O)Cn3c(cc4sccc43)C2=O)cc1,.,-6,.,8,.,.,13
COc1ccccc1OCC(=O)NCc1n[nH]c(=O)c2ccccc12,-5,8,2.0,-4,-3,1,3
c1ccc(-c2ccc(CN3C[C@@H]4C(c5ccccc5)C5(c6cccnc6)CC4(C5)[C@H]3c3ccccc3)cc2)cc1 (stereo partly drawn),.,-4,1.0,-4,-8,12,19
CC(Oc1ccccc1Cl)C(=O)Nc1ccc(S(=O)(=O)N2CCN(C)CC2)cc1 (stereo not drawn),5,-121,-1.9,.,-4,-67,-14
CCC(=O)NC(c1ccccc1)c1c(O)ccc2ccccc12 (stereo not drawn),8,-5,-1.4,4,-4,-9,-36
COc1ccc(S(=O)(=O)Nc2ccc3c(c2)C(=O)N([C@@H](C)CO)C[C@@H](C)[C@@H](CN(C)CC2CC2)OCCCC[C@@H](C)O3)cc1,-1[16.7 µM],11,-2.2,.,-2,-2,0
CC(=O)N1CCc2cc(S(=O)(=O)NCC(=O)NCc3ccc(Cl)cc3)ccc21,6,4,-3.5,3,?,.,-4
